# SUMO HTRF inh = SUMOylation inhibition; AID 2006; inhibition, % at 35 µM; 0.36% of 290,000 active; P63279; HTRF SUMOylation assay, SAE1/SAE2 + UBC9, in vitro; in the data active = inhibition above about 50%, passing the limit was not always enough; also: strong numbers were not always called active
# p-CIP stab down = lowers stability of the mouse p/CIP coactivator protein | F442A p/CIP-EGFP cells, EGFP fluorescence, 16 h | 0.01% of 290,000 active | decrease of EGFP signal, % at 10 µM | Q05BA5 | AID 1984;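 active = EGFP signal decrease of at least 30% at 10 µM or well 3 SD below plate mean, unless failing retest; inactive = the rest, including hits failing retest or dose response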; also: some compounds called inactive have numbers as strong as hits; many of its hits are not listed in these tables
# Target sequence (Q05BA5 1-1403): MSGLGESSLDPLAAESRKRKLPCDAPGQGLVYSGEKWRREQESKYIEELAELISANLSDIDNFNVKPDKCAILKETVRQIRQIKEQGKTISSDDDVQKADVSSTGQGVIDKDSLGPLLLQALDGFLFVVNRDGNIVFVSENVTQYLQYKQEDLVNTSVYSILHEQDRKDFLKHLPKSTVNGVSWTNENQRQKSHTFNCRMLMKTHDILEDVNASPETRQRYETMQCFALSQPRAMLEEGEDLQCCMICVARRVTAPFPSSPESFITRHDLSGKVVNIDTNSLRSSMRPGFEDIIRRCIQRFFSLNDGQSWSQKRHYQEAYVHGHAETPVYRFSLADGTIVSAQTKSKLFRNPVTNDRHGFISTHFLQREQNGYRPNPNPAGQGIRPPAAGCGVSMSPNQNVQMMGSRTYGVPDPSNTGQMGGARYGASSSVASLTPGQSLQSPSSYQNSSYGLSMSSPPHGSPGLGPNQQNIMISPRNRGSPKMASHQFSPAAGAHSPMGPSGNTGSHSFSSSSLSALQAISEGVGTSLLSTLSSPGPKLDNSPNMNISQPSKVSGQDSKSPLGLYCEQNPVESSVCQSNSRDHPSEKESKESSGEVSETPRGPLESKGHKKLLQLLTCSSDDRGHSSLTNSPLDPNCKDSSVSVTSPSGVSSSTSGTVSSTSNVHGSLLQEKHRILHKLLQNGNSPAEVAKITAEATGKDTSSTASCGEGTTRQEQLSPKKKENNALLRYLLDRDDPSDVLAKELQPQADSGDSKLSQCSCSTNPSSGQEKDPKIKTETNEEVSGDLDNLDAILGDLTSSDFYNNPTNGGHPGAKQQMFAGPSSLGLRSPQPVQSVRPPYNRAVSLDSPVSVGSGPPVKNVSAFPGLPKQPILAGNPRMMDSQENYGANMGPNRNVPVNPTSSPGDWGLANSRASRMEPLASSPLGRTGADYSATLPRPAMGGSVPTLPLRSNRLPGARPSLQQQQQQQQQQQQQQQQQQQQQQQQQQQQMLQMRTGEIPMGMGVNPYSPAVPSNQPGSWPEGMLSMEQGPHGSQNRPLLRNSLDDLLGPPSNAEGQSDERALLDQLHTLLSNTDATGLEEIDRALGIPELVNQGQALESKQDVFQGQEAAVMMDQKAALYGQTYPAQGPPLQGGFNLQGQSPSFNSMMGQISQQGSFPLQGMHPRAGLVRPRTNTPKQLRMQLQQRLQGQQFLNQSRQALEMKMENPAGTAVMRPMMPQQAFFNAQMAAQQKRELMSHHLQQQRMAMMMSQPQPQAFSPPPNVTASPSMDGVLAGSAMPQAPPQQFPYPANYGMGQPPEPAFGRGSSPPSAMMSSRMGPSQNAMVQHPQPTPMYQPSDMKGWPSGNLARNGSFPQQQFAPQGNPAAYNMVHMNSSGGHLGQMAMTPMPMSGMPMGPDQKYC
# MEKK3 PB1 HTS = modulators (inhibitors or enhancers) of MEK5 binding to human MEKK3 PB1 domain. binding response (% of control), % at 10 µM. 1.4% of 290,000 active. AID 1529. bead-based flow cytometry, Alexa488-MEK5 binding to MEKK3; actives lie on both sides; 0 = blocked by unlabeled MEK5, 100 = vehicle;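 active = binding response more than 3 SD above or below the average of its plate-row segment, actives on both sides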;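 also: Alexa488 bead fluorescence after subtracting the streptavidin-only scavenger bead signal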
# FID counter = displaces DNA intercalator in HCV helicase counter-screen. DNA fluorescent intercalator displacement, fluorescence. inhibition, % at 7.9 µM. 0.17% of 290,000 active. AID 1845; in the data active = inhibition above about 37%;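 also: 0% = vehicle and 100% = reference compound; higher means more ethidium bromide displaced from hairpin DNA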
# NS3 helicase inh = blocks Hepatitis C virus NS3 helicase unwinding. NS3 helicase DNA unwinding, Cy5 molecular beacon fluorescence. inhibition, % at 10.9 µM. 0.56% of 290,000 active. AID 1800;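 active = inhibition above the mean of all tested compounds plus 3 SD, set per campaign, cut at about 35% in these data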;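 also: 0% = DMSO wells and 100% = thioflavine S control wells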
#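 Control set: DMSO versus 110 µM thioflavine S; Material: NS3 helicase fragment of HCV; Measured by: Cy5 fluorescence at 0 and 60 min, beacon hairpin quenching; Read-out basis: percent inhibition from t60/t0 fluorescence ratio; Times: reaction time 60 min, 25 °C; Repeats: single replicate; Compound dosing: single dose, 10.9 µM nominal final, DMSO 0.8% final.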
# PHOSPHO1 block = blocks human PHOSPHO1 phosphatase activity. AID 1565. 1.1% of 290,000 active. recombinant PHOSPHO1, absorbance phosphatase assay. Q8TCT1. inhibition, % at 13.3 µM; in the data active = inhibition above about 60%
# IDE cell activ = IDE (human) activation, cell-based; P14735; HEK cells, FAbeta-B cleavage, fluorescence polarization; 0% vehicle, 100% cell-free pure enzyme wells; activation, % at 5.96 µM; 0.073% of 340,000 active; AID 493087;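 active = activation above the mean of all tested compounds plus 3 SD, set per screening campaign, cut at about 17% in these data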
# IMP-1 inhibitor = blocks Pseudomonas aeruginosa IMP-1 metallo-beta-lactamase; inhibition, % at 5.6 µM; purified IMP-1, nitrocefin hydrolysis, epi-absorbance fluorescence; AID 1556; 0.45% of 290,000 active;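 active = inhibition above the mean plus 3 SD of all compounds in the same screening run, cut at about 4.5% in these data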;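 also: 0% = IMP-1 with DMSO and 100% = DMSO wells lacking enzyme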
#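 assay system = purified recombinant IMP-1 metallo-beta-lactamase enzyme | schedule = 15 min preincubation plus 25 min reaction at 25 °C | signal = Epi-absorbance fluorescence, 480 nm excitation, 530 nm emission | read-out basis = percent inhibition from optical density relative to buffer-blank wells | controls = IMP-1 with DMSO as 0%, enzyme-free DMSO as 100%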
# VIM-2 inhibitor = blocks Pseudomonas aeruginosa VIM-2 metallo-beta-lactamase. purified VIM-2, nitrocefin hydrolysis, epi-absorbance fluorescence. inhibition, % at 5.6 µM. 0.89% of 290,000 active. AID 1527;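 active = inhibition above the mean of all tested compounds plus 3 SD, cutoff set per screening run, cut at about 7.5% in these data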;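 also: red hydrolysis product quenches plate fluorescence so inhibitors raise well fluorescence; 0% = enzyme with DMSO and 100% = DMSO without enzyme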
# The depositor's hits bear a star; nt = no result given.
# Sample of the layout:
SMILES,SUMO HTRF inh,p-CIP stab down,MEKK3 PB1 HTS,FID counter,NS3 helicase inh,PHOSPHO1 block,IDE cell activ,IMP-1 inhibitor,VIM-2 inhibitor
CC(C)n1nc(C(=O)Nc2nnc(C3CC3)s2)c2ccccc2c1=O,6,-9,101,-32,3,18,7,-1.8,-0.2
COc1ccc(NC(=O)CN2CCN(CC(=O)Nc3ccc(F)cc3F)CC2)cc1,2,-2,94,-14,0,23,2,-3.0,-5.1
N#CC(c1ccc(Cl)nn1)c1ccccc1Cl (stereo not given),21,-3,106,-3,-8,-7,5,-2.6,-5.2
CCOCCCNC(=O)c1cc2c(=O)n3ccccc3nc2s1,33,-8,101,-17,6,14,3,-3.1,4.9
O=C(/C=C/c1ccccc1[N+](=O)[O-])Nc1ccccc1,13,-18,108,10,10,34,-1,-4.3,-3.0

# The listing, repeating the preview:
SMILES,SUMO HTRF inh,p-CIP stab down,MEKK3 PB1 HTS,FID counter,NS3 helicase inh,PHOSPHO1 block,IDE cell activ,IMP-1 inhibitor,VIM-2 inhibitor
CC(C)n1nc(C(=O)Nc2nnc(C3CC3)s2)c2ccccc2c1=O,6,-9,101,-32,3,18,7,-1.8,-0.2
COc1ccc(NC(=O)CN2CCN(CC(=O)Nc3ccc(F)cc3F)CC2)cc1,2,-2,94,-14,0,23,2,-3.0,-5.1
N#CC(c1ccc(Cl)nn1)c1ccccc1Cl (stereo not given),21,-3,106,-3,-8,-7,5,-2.6,-5.2
CCOCCCNC(=O)c1cc2c(=O)n3ccccc3nc2s1,33,-8,101,-17,6,14,3,-3.1,4.9
O=C(/C=C/c1ccccc1[N+](=O)[O-])Nc1ccccc1,13,-18,108,10,10,34,-1,-4.3,-3.0
S=C(Nc1ccc(Cl)cc1Cl)N1CCCCC1,-8,2,101,-3,2,15,1,-2.5,-2.3
O=C(C(Cc1ccccc1)n1cccc1)N1CCN(c2ncccn2)CC1 (stereo not given),22,0,106,-6,2,10,2,-1.3,-1.1
COc1ccc(CSc2nc(N3CCOCC3)c3c(c2C#N)CC(C)(C)OC3)cc1,13,-4,103,-5,-14,5,0,-1.3,-6.6
CCCC(=O)NCCCc1nc2ccccc2n1CCC,-15,1,92,-8,-6,23,6,-0.8,-3.9
CCCCCCC(=O)Cc1cc(OC)c(OC)cc1C=C(C(=O)OCC)C(=O)OCC,16,-14,97,-32,-5,-11,nt,-1.4,-1.6
CCN(CC)CCOC(=O)c1cccc2c1-c1ccccc1C2O (stereo not given),8,0,74,16,6,36,8,-0.1,25*
Cc1ccc2oc(=O)c3cnn(CC(=O)N4CCCc5ccccc54)c3c2c1,9,2,113,-2,7,-10,4,-3.0,-5.3
O=Cc1cc([N+](=O)[O-])ccc1N1CCN(Cc2ccc3c(c2)OCO3)CC1,12,-4,98,0,4,42,2,-2.3,-2.4
Nc1nn(-c2ccccc2)nc1C(=O)OCc1ccccc1F,6,1,78,3,-8,-101,1,-2.5,1.5
CCCNC(=O)COc1coc(CN2CCN(c3ccccc3OC)CC2)cc1=O,17,-7,104,-25,1,17,7,-2.8,1.3
S=c1[nH]nc(CSc2nc3ccccc3s2)o1,-1,-10,104,-6,7,105*,2,-2.8,-1.1
CC(=O)c1ccccc1N(C(=O)c1ccco1)C(C(=O)NC1CCCC1)c1ccc(C)cc1 (stereo not given),9,7,99,-43,4,36,0,-1.3,-2.0
O=C(O)c1ccc(S(=O)(=O)N2CCC(NC(=O)C3CCCCC3)CC2)cc1,10,-2,103,-6,-2,39,4,-2.0,-2.4
CCCCOc1ccc(Nc2nc(C)cc(C)c2C#N)cc1,34,-15,108,-3,-13,-3,0,-2.9,-2.4
Cc1cccc(C)c1NC(=S)NCCc1ccc(O)c(O)c1,-10,6,95,1,-1,-11,5,-3.1,-4.5
Cn1cnnc1SCC(=O)Nc1cccc(C(=O)O)c1,17,-1,102,-2,1,7,2,-3.0,-1.7
CCOc1cc(S(=O)(=O)n2ccnc2)ccc1Br,8,-6,102,2,0,20,7,-2.3,0.3
CCOc1ccc(/C=N/NC(=O)c2ccc(CSc3nc4ccccc4[nH]3)cc2)cc1,3,-15,104,-6,4,-17,-6,-4.2,-3.4
O=C(NCCN1CCNCC1)c1ccccn1,17,5,103,-2,-5,1,-1,-3.1,-3.9
CCOc1ccccc1CN1CCNC(=O)C1CC(=O)NCCc1ccccn1 (stereo not given),10,1,101,-11,-3,46,1,-0.3,0.3
Cc1ccc(C)c(N2C(=O)CC(Cc3ccc(Br)cc3)C2=O)c1 (stereo not given),-7,7,102,-18,-11,39,2,1.3,1.4
OCCNc1nc(N2CCOCC2)nc(N2CCOCC2)n1,7,4,100,4,1,22,9,-2.6,-3.8
COC(=O)c1ccc(C)c(NC(=O)CN(c2ccc3c(c2)OCO3)S(C)(=O)=O)c1,0,-6,97,-3,1,-41,6,-1.2,-1.7
CCc1nc2ccc(Cc3ccc4nc(CC)[nH]c4c3)cc2[nH]1,8,-8,100,5,-23,35,0,-0.6,-0.8
Cc1ccc(NS(=O)(=O)Cc2ccccc2)cc1Cl,2,-4,108,-10,8,19,3,-3.6,0.2
O=C(CNC(=O)[C@@H]1Cc2ccccc2CN1)Nc1ccc2c(c1)OCCO2,11,-7,97,2,-5,22,0,-1.1,-1.1
CCC(C(=O)Nc1cccnc1)n1c(=O)[nH]c2ccccc2c1=O (stereo not given),4,-3,100,1,-6,12,6,-3.0,-2.0
CCN(CC)S(=O)(=O)c1nnc(NC(=O)c2ccco2)s1,26,-1,99,-2,9,36,-2,-3.3,-5.8
CNC(=O)NC(=O)CSc1nnc(-c2ccco2)n1-c1ccccc1,-20,6,107,-22,-2,25,-3,-0.1,-0.2
CC(=O)Nc1ccc(NC(=O)Nc2cccc3ccccc23)cc1,14,1,113,-9,-2,9,3,-1.2,2.0
c1ccc2c(c1)nnn2Cc1nnc2sc(-c3ccncc3)nn12,33,-4,103,-5,13,79*,-1,0.8,4.5
Cc1cccc(OCCC(=O)N(C)CC(=O)Nc2cccc3ccccc23)c1,1,1,121,-18,7,1,2,0.9,-1.2
Fc1ccc(-c2cc(C(F)(F)C(F)F)[nH]n2)cc1,2,-2,94,0,-1,20,nt,-2.2,-3.5
O=C(N/C(=C\c1ccc(Cl)cc1)C(=O)N1CCOCC1)c1ccco1,4,17,104,-14,2,28,1,-1.8,-1.8
CC1CCCCN1S(=O)(=O)c1ccc(NC(=O)CSc2nnnn2C)cc1 (stereo not given),21,-9,84,-7,-9,-6,0,-0.2,-1.2
O=C(CCNS(=O)(=O)c1ccc(OC(F)(F)F)cc1)N1CCN(C/C=C/c2ccccc2)CC1,-2,-23,109,-9,-45,33,4,-2.2,-1.8
O=C(N1CCN(c2ccccc2)CC1)C1(c2cccs2)CCOCC1,-9,-4,100,-7,-4,-1,4,-2.5,0.8
CN(C)c1ccc(NC(=O)CSc2nnc(-c3ccco3)c(-c3ccco3)n2)cc1,70,-7,100,-29,26,-28,-1,-1.9,3.8
CN(C)CCCN(C(=O)c1ccc(Br)s1)c1nc2cc3c(cc2s1)OCO3,0,4,99,8,-9,-8,5,0.1,-1.2
O=C(O)CCCCCNS(=O)(=O)c1ccc2c3c(cccc13)C(=O)N2,50,-6,106,-4,5,34,2,-0.7,-0.4
Cc1nc2sccn2c(=O)c1S(=O)(=O)NCc1ccccc1Cl,5,-11,100,-7,-5,20,8,-2.1,-2.7
O=C(O)C1Cc2ccccc2-c2ccccc2C1,9,-12,108,-8,6,31,-5,-3.0,-0.9
CCCCNC(=O)CN(c1cccc(Br)c1)S(C)(=O)=O,14,0,105,1,-13,-7,4,-3.1,-1.2
c1coc(-c2ccnc3nc(-n4cccc4)nn23)c1,21,0,97,-5,14,8,4,-3.6,5.0
COc1cccc(OC)c1OCCCCN1CCC(Cc2ccccc2)CC1,9,-15,101,14,-14,42,2,-2.8,-1.2
C#CCOCCOCCOCCNc1nc(N2CCN(C(=O)[C@H](Cc3ccc(O)cc3)n3cc([C@@H](N)CC(C)C)nn3)CC2)nc(N2CCN(C(=O)[C@H](Cc3ccc(O)cc3)n3cc([C@@H](N)CC(C)C)nn3)CC2)n1,-7,-3,96,57*,-32,22,nt,13*,2.0
Cn1nc(N)c2c(-c3ccccc3)c(C#N)c(N)nc21,4,2,107,-4,-4,2,1,-0.2,-3.7
CNC(=O)c1ccsc1NC(=O)CS(=O)(=O)c1ccc(Cl)cc1,nt,-11,95,-11,10,64*,-2,-2.8,-4.4
CC1CCCC(C)N1S(=O)(=O)c1ccc(S(=O)(=O)N2CCOCC2)cc1 (stereo not given),15,-2,101,-2,-10,33,4,-4.6,-0.8
COc1cccc(NC(=O)COC(=O)c2c(F)cccc2Cl)c1,-1,5,103,-3,10,24,-3,0.5,-0.2
O=C(c1cc(-c2ccc(F)cc2)on1)N1CCN(c2ccc(F)cc2)CC1,24,-21,103,-12,21,37,5,-4.2,-4.0
O=C(Nc1nnc(CCc2ccccc2)s1)c1ccccc1,16,-10,113,-21,18,34,1,-4.8,-1.9
Cc1nc2ccccn2c1P(=O)(N1CCCCC1)N1CCCCC1,3,-2,87,-12,6,-7,5,-2.0,-1.3
O=C(CSc1nc2cc([N+](=O)[O-])ccc2n1-c1ccc(F)cc1)NC1CCS(=O)(=O)C1 (stereo not given),0,-4,98,-16,10,1,3,-1.1,0.1
Cc1cc(C(=O)COC(=O)c2ccc[nH]c2=O)c(C)n1C,6,-12,83,1,4,-12,5,-2.1,-1.3
# New compounds follow:
SMILES,SUMO HTRF inh,p-CIP stab down,MEKK3 PB1 HTS,FID counter,NS3 helicase inh,PHOSPHO1 block,IDE cell activ,IMP-1 inhibitor,VIM-2 inhibitor
COc1cccc(NC(=O)N2CCC(NC(=O)C3CCCCC3)CC2)c1,12,38,97,-23,4,18,-1,-4.7,-3.4
COc1ccc(OC)c(C2C(C(=O)O)c3ccccc3C(=O)N2C)c1 (stereo not given),-4,-3,87,-3,-5,-3,-1,-4.4,-3.3
CC(C)c1ccc(C2C(C(=O)c3ccco3)=C(O)C(=O)N2CCN2CCOCC2)cc1 (stereo not given),-2,-2,100,-34,6,19,3,0.1,-3.2
COc1cccc(NC(=O)C2CCN(S(=O)(=O)c3ccc4c(c3)NC(=O)CO4)CC2)c1,2,-1,100,-25,-2,5,-6,-3.4,-3.2
O=C1COc2ccc(N3C(=O)c4ccccc4C3=O)cc2N1,3,-3,97,0,0,20,nt,-2.0,-1.7
Cc1cc2ncn(-c3ncnc4scc(-c5ccccc5)c34)c2cc1C,12,1,nt,-31,-3,22,-3,-2.1,-1.2
O=C(CS(=O)CC(=O)N(c1ccccc1)C(C(=O)NC1CCCCC1)c1ccco1)Nc1ccc(F)cc1 (stereo not given),7,-10,96,-9,-6,-9,8,-1.8,-1.4
O=C(N/N=C/c1ccc([N+](=O)[O-])o1)C1CCCC1,3,-1,103,-14,34,17,3,-1.1,-0.5

# The list is partial; count on the stated rates, not on these rows.
